Screening results from PubChem.
ER stress rescue – rescue of cells from ER stress-induced death, primary screen, 384-well, CSM14.1, thapsigargin, ATP luminescence (AID 1222). CSM14.1 thapsigargin-induced death rescue, ATP luminescence; higher % means a stronger effect. one-dose cellular ATP content (survival), % at 20 µM; EC50 in µM for titrated hits. 190,000 tested, under 10 active;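 active = EC50 below 50 µM in the dose-response confirmation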;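 also: death triggered by thapsigargin at about 15 µM added after 2 h compound pretreatment; cell ATP read after overnight thapsigargin exposure of roughly 18 to 22 hours; normalized against plate controls of thapsigargin alone and 5% DMSO vehicle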
Insulin prom up – MIN6 insulin promoter up-regulation; z-score at 5 µM; AID 1625; MIN6 insulin promoter-GFP reporter, high-content imaging; hits give high values; 0.3% of 190,000 active;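 active = z-score above 3 at 5 µM with at least 500 cells counted in the well; inconclusive = wells under 500 cells, flagged as cytotoxic or low count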
West Nile virus CPE – West Nile virus antiviral activity, cell-based, CPE readout (AID 1621) | 0.02% of 290,000 active | CPE inhibition, % at 10 µM, or IC50 in µM where a hit was titrated | West Nile virus-infected cells, CPE inhibition; higher % means a stronger effect; in the data active = a potency from the dose series; inconclusive = CPE inhibition mostly from about 3.7% at the one dose, without a potency; inactive = the rest, 99 in 100 with CPE inhibition below about 2.2%; also: strong numbers were not always called active
RSV CPE inhibition – inhibition of RSV-induced cytopathic effect – HEp-2 cells, primary 10 µM value included (AID 2391); CPE inhibition, % at 10 µM; hits with a dose series show IC50 in µM; HEp-2 cells, RSV-induced CPE inhibition; higher % means a stronger effect; 0.13% of 310,000 active; in the data active = a potency from the dose series; inconclusive = CPE inhibition mostly from about 23% at the one dose, without a potency; inactive = the rest, 99 in 100 with CPE inhibition below about 21%; also: strong numbers were not always called active
Salmonella PhoP GFP – inhibitors of PhoP regulon expression, primary screen, Salmonella Typhimurium, GFP reporter (AID 1863) | S. Typhimurium PhoP-regulated promoter GFP reporter, 4 h; higher % means a stronger effect | 0.16% of 300,000 active | one-dose inhibition, % at 50 µM; IC50 in µM for titrated hits;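 active = inhibition over 29.93%, a cutoff 3 SD above the screen mean, later confirmed by dose response; inconclusive = inhibition over 29.93% but no dose response follow-up; inactive = inhibition at most 29.93% or unconfirmed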;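 also: 0% = low Mg2+ inducing control and 100% = high Mg2+ repressing control; strong numbers were not always called active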
TNAP activators – human TNAP enzyme activators, primary screen, biochemical, luminescent, no phosphate acceptor, uHTS (AID 1001); one-dose activation fold at 20 µM; EC50 in µM for titrated hits; 0.03% of 200,000 active; purified TNAP, luminescent activation assay, no phosphate acceptor; higher activation fold means a stronger effect; in the data active = activation fold from about 3, or a potency from the dose series; inactive = the rest, 99 in 100 with activation fold below about 1.6; also: many of its hits are not listed in these tables
PMI inhibitors – MPI enzyme activity inhibition – biochemical, fluorescence intensity, coupled assay, primary screen (AID 1209); purified PMI enzyme, coupled fluorescence intensity; higher % means a stronger effect; inhibition, % at 20 µM, or IC50 in µM where a hit was titrated; 0.42% of 190,000 active;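 also: plate controls were DMSO vehicle for no effect and wells lacking substrate for full effect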
Large T inhibition – TAg ATPase/helicase activity blockers – biochemical (AID 1903) | inhibition, % at 20 µM, or IC50 in µM where a hit was titrated | 0.39% of 310,000 active | SV40 large T antigen ATPase/helicase inhibition assay; higher % means a stronger effect; in the data active = a potency from the dose series; inconclusive = inhibition mostly from about 32% at the one dose, without a potency; inactive = the rest, 99 in 100 with inhibition below about 32%; also: strong numbers were not always called active
PMI inhibition – human PMI inhibitors, high substrate, primary screen, biochemical, fluorescence intensity, high mannose 6-phosphate (AID 1220) | recombinant PMI enzyme, coupled fluorescence intensity; higher % means a stronger effect | one-dose inhibition, % at 20 µM; IC50 in µM for titrated hits | 0.66% of 190,000 active
Insulin prom up cell count – recorded beside Insulin prom up, whose call it bears; cell count; measured here: cytotoxicity, nuclei count;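 total cells summed across four imaged fields per well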
* = called active by the depositor; ? = inconclusive; · = not tested or not shown. Rule as the data show it, unless noted: active = inhibition above about 50%; inactive = the rest.

no.	Compound	ER stress rescue	Insulin prom up	Insulin prom up cell count	West Nile virus CPE	RSV CPE inhibition	Salmonella PhoP GFP	TNAP activators	PMI inhibitors	Large T inhibition	PMI inhibition
1	COc1ccccc1N1C(=O)c2cccc3c(C(=O)O)ccc(c23)C1=O	-0.6%	-0.07	977	0.3%	-1.3%	-11%	1.1	-5%	0%	-13%
2	O=C(O)c1ccc2c(c1)C(=O)N(CCc1c[nH]c3ccccc13)C2=O	·	·	·	-0.2%	0.1%	5%	·	·	1%	·
3	O=C(NC(=S)Nc1ccccc1N1CCN(C(=O)c2ccccc2)CC1)c1cccs1	·	-0.14	1202	-0.1%	-0.3%	-11%	·	·	4%	·
4	O=C(O)c1cc(S(=O)(=O)N2CCCCC2)ccc1F	-0.6%	·	·	0.2%	0.5%	-3%	1.1	-10%	8%	-10%
5	O=C(C1CCCN(S(=O)(=O)c2ccc(F)cc2)C1)N(Cc1cccs1)C1CC1 (stereo not given)	-0.2%	-0.82	986	0.2%	15%	0%	1.1	-4%	3%	-2%
6	Cn1c(-c2ccc(F)cc2)cnc1SCC(=O)NNC(=O)Cc1ccccc1	-1.2%	·	·	-0.3%	-1.7%	9%	2.5	-2%	-4%	-4%
7	C=CCn1c(SCCOc2ccc(OC)cc2)nnc1C(C)NC(=O)c1ccc(OC)cc1 (stereo not given)	-1.6%	0.04	908	-0.3%	1.2%	32%	1.1	-7%	17%	-7%
8	Cc1ccc(NC2=C(NCCO)C(=O)c3ccccc3C2=O)cc1	-0.9%	0.02	1248	-0.6%	1.3%	-10%	1	18%	15%	48%
9	CN(C)C(CNC(=O)c1ccc(NC(=O)c2cccs2)cc1)c1ccccc1 (stereo not given)	·	·	·	-0.1%	1.1%	4%	·	·	15%	·
10	Cc1ccccc1NC(=O)CCc1c(C)nn(-c2ccc(N3CCOCC3)nn2)c1C	·	·	·	0.0%	1.9%	-8%	·	·	9%	·
11	Cc1cccc(NC(=O)C2CC(=O)n3cnnc3S2)c1 (stereo not given)	2.0%	0.13	932	0.2%	-0.8%	5%	1.4	·	21%	29%
12	Cc1cccc(N(CC(=O)NCc2ccco2)C(=O)CNS(=O)(=O)c2ccc(F)cc2)c1	·	·	·	-0.3%	0.9%	6%	·	·	-2%	·
13	O=C(c1cnn(C(=O)c2ccc(O)cc2)c1)c1ccccc1O	-0.9%	0.01	1430	-0.2%	1.5%	13%	0.8	7%	15%	16%
14	Nc1nc(SCC(=O)Nc2ccc([N+](=O)[O-])cc2Br)n[nH]1	-1.5%	-0.02	2262	-0.8%	3.8%	12%	1.4	13%	8%	4%
15	CCCc1nc(SCC(=O)Nc2ccc(S(=O)(=O)N(C)C)cc2)c2ccccc2n1	-2.4%	-0.1	895	-1.1%	0.8%	5%	0.8	-3%	13%	-9%
16	CCOCCCn1c(=N)c(S(=O)(=O)c2ccccc2)cc2c(=O)n3cc(C)ccc3nc21	·	·	·	0.1%	2.4%	-15%	·	·	-2%	·
17	COc1ccc(CCNC(=O)N2CCOCC2)cc1	-2.0%	·	·	0.0%	0.3%	-2%	1.1	1%	-3%	-2%
18	CC(=O)c1cccc(NC(=O)NCc2cccs2)c1	-3.8%	-0.31	1258	0.1%	1.0%	8%	1.1	10%	23%	6%
19	CCCCn1c(SCC(=O)N2CCN(c3ccccc3)CC2)nc2ccsc2c1=O	-1.9%	-1.5	1026	1.0%	0.8%	-1%	1.1	8%	3%	3%
20	COc1ccc(NC(=O)Cc2c(Cl)cccc2Cl)cn1	-0.2%	-0.27	1326	0.3%	2.4%	-2%	1.1	16%	3%	49%
21	NC(=O)C1CCN(C(=O)CSc2ccsc2[N+](=O)[O-])CC1	-1.3%	·	·	0.7%	·	0%	1.1	2%	5%	1%
22	CC(C(=O)N1c2ccc(F)cc2CCC1C)N1C(=O)c2ccccc2C1=O (stereo not given)	0.9%	·	·	0.2%	2.3%	7%	1	15%	1%	6%
23	CC1CN(C(=O)COC(=O)c2ccc(Cl)c(N)c2)CC(C)O1 (stereo not given)	·	·	·	-0.4%	1.2%	7%	·	·	7%	·
24	CCOC(=O)c1ccc(NC(=S)N2CCCC2)cc1	-1.4%	-0.35	1272	-1.1%	-0.1%	1%	1.1	1%	7%	-5%
25	CCOc1ccc(CCNC(=O)CCCn2c(=O)c3cccn3c3cccnc32)cc1OCC	·	·	·	1.0%	2.8%	5%	·	·	15%	·
26	COc1ccc(-c2nn(C)c(=O)c3ccccc23)cc1NC(=O)COc1ccc(C)cc1	-0.7%	-2.1	1257	0.0%	4.2%	3%	1.1	10%	-4%	4%
27	Cc1nc([N+](=O)[O-])nn1C12CC3CC(CC(Br)(C3)C1)C2	-1.9%	0.57	1589	0.3%	-1.5%	-3%	1.1	75%*	2%	26µM*
28	CCOC(=O)Cn1c(=O)oc2cc(S(=O)(=O)NCCc3ccc(OCC)c(OCC)c3)ccc21	2.7%	-0.9	982	0.9%	·	0%	1.1	7%	0%	5%
29	Cc1cc(C)c(S(=O)(=O)c2ccccc2)c(OC(=O)c2c(Cl)cccc2Cl)n1	-0.5%	0.33	1612	·	1.4%	4%	1	16%	10%	13%
30	C/C(N)=C(/C#N)C(=O)CSc1nnc(COc2cc(C)ccc2C)o1	-0.3%	-0.12	1516	-0.1%	2.3%	-4%	1.1	12%	?	7%
31	CC(=O)Nc1ccccc1C(=O)N1CC2(C)CC1CC(C)(C)C2 (stereo not given)	-1.3%	0.21	1231	-0.5%	0.3%	5%	1.1	12%	0%	11%
32	Cc1ccc(C)n1Cc1ccccc1Cl	-0.6%	0.98	1605	0.5%	2.3%	-3%	1.1	-4%	1%	-4%
33	CN1CCN(c2ccc(CNC(=O)c3cc4ccccc4o3)cc2)CC1	·	·	·	-0.3%	-0.7%	-11%	·	·	18%	·
34	CSc1ncccc1C(=O)Nc1ccncc1	·	·	·	0.8%	-0.3%	8%	·	·	4%	·
35	S=C(NCCCN1CCOCC1)N1CCN(c2nc(-c3ccccc3)cs2)CC1	-1.7%	0.13	1466	0.1%	16%	2%	1.1	14%	1%	15%
36	O=C1C2CCCN2C(=S)N1C1CCCCC1 (stereo not given)	·	·	·	0.0%	-0.7%	-4%	·	·	7%	·
37	CC(C)Nc1c([N+](=O)[O-])c(=O)oc2ccccc12	·	-0.74	1234	0.4%	2.5%	1%	1	-12%	8%	-22%
38	CC(c1ccccc1)C(Cc1nc2ccccc2[nH]1)c1nc2ccccc2[nH]1 (stereo not given)	-1.7%	-0.09	1508	0.3%	-3.4%	-4%	·	10%	4%	5%
39	CC(=O)N1CCCc2cc(S(=O)(=O)N3CCCC(C(=O)Nc4cccc(C)c4)C3)ccc21 (stereo not given)	·	·	·	0.1%	?	-1%	·	·	12%	·
40	C=CCn1c(=S)sc2c(=O)[nH]c(C)nc21	·	·	·	0.2%	2.5%	-1%	·	·	6%	·

Reprinted from the part before: 2 entries, followed by the next part.
no.	Compound	ER stress rescue	Insulin prom up	Insulin prom up cell count	West Nile virus CPE	RSV CPE inhibition	Salmonella PhoP GFP	TNAP activators	PMI inhibitors	Large T inhibition	PMI inhibition
39	CC(=O)N1CCCc2cc(S(=O)(=O)N3CCCC(C(=O)Nc4cccc(C)c4)C3)ccc21 (stereo not given)	·	·	·	0.1%	?	-1%	·	·	12%	·
40	C=CCn1c(=S)sc2c(=O)[nH]c(C)nc21	·	·	·	0.2%	2.5%	-1%	·	·	6%	·
41	O=C(CCNS(=O)(=O)c1cccs1)N1CCCCCC1	-0.4%	-0.15	1407	-0.1%	-0.7%	-1%	1.1	8%	11%	9%
42	O=C(O)CNCC1COc2ccccc2O1 (stereo not given)	-3.2%	-0.29	1488	0.3%	2.4%	-10%	1.1	0%	18%	1%
43	O=C(NCCN1CCOCC1)c1cccc(S(=O)(=O)N2CCCCC2)c1	·	·	·	-0.4%	1.1%	1%	·	·	25%	·
44	O=Cc1ccc(OCc2cccc(C(F)(F)F)c2)cc1O	-1.5%	0.17	1300	-0.6%	3.4%	3%	1.1	9%	13%	4%
45	COc1ccc2c(c1OC)C(=O)N(c1ccc(O)cc1)C2=O	-1.4%	0.61	1441	0.7%	2.9%	2%	1	5%	18%	2%
46	CCc1ccccc1NC(=O)C1CCCN1S(=O)(=O)c1ccc(-c2ccc(=O)[nH]n2)s1 (stereo not given)	·	·	·	-0.8%	8.2%	-1%	·	·	3%	·
47	CCOc1ccccc1NC(=O)COC(=O)CNS(=O)(=O)c1ccc(C)cc1	-2.3%	-0.27	1387	-0.8%	1.6%	0%	1.1	2%	-1%	3%
48	Cc1ccc(-c2cc(C(=O)N3CCCc4ccccc43)c3ccccc3n2)cc1	-3.1%	-0.2	915	-1.2%	8.0%	-3%	1	8%	11%	7%
49	COCCOc1cc(-n2ccnc2SC)c(Cl)cc1Cl	-1.0%	-0.22	1824	-0.3%	2.6%	3%	1.1	3%	3%	9%
50	Cc1ccnc(NC(=O)c2ccc3c(c2)S(=O)(=O)c2ccccc2C3=O)c1	·	0.12	944	-0.3%	-0.6%	1%	·	·	12%	·
51	Cn1cc(/C=N\O)nc2c(=O)n(-c3ccccc3)c(=O)nc1-2	-0.2%	2.9	1455	-0.2%	1.1%	4%	1.1	23%	12%	56%*
52	CC(NC(=O)CC1Nc2ccccc2NC1=O)c1ccccc1 (stereo not given)	-3.3%	0.42	1340	0.0%	0.9%	6%	1.1	2%	4%	2%
53	CCOc1ccc(C(=O)NC(=S)NCc2cccnc2)cc1[N+](=O)[O-]	-2.5%	-0.16	1256	-1.1%	0.7%	-2%	1	-2%	1%	0%
54	O=c1[nH]c(=O)n(Cc2ccco2)c2c1C(C(F)(F)F)(C(F)(F)F)N=C(CCC1CCCCC1)N2	-0.5%	0.59	1645	0.6%	1.4%	-3%	1.1	15%	2%	22%
55	O=C(CNC(=O)c1ccco1)OCc1ccc(Cl)cc1	·	-0.28	1254	-0.2%	-0.2%	10%	1.1	14%	4%	16%
56	CCC(C)(C)C(=O)Nc1cccc(Cl)c1C	-0.8%	-0.84	1524	-0.1%	-0.3%	1%	1.1	-3%	0%	-8%
57	CC(C)CC(=O)Nc1c2c(nn1-c1ccc([N+](=O)[O-])cc1)CS(=O)(=O)C2	·	·	·	-0.2%	-1.2%	-1%	·	·	4%	·

2 records drawn at random from those above, as already listed:
no.	Compound	ER stress rescue	Insulin prom up	Insulin prom up cell count	West Nile virus CPE	RSV CPE inhibition	Salmonella PhoP GFP	TNAP activators	PMI inhibitors	Large T inhibition	PMI inhibition
57	CC(C)CC(=O)Nc1c2c(nn1-c1ccc([N+](=O)[O-])cc1)CS(=O)(=O)C2	·	·	·	-0.2%	-1.2%	-1%	·	·	4%	·
56	CCC(C)(C)C(=O)Nc1cccc(Cl)c1C	-0.8%	-0.84	1524	-0.1%	-0.3%	1%	1.1	-3%	0%	-8%

PMI inhibitors: entries above that show a hit
no.	Compound	West Nile virus CPE	RSV CPE inhibition	Salmonella PhoP GFP	TNAP activators	PMI inhibitors	Large T inhibition	PMI inhibition
27	Cc1nc([N+](=O)[O-])nn1C12CC3CC(CC(Br)(C3)C1)C2	0.3%	-1.5%	-3%	1.1	75%*	2%	26µM*
